Assay outcomes: PubChem, several laboratories
STAT3 act = STAT3 signaling activation | U3A cells, IL-6 STAT3-luciferase reporter, luminescence; 100% = signal with IL-6 EC80 alone | AID 871 | activation (% of control), % at 5.6 µM | actives 0.91% (n = 190,000);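 active = activation above the screen-wide mean of compound activation plus 3 SD, cut at about 130% in these data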;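 also: 0% = background luminescence of wells with medium and substrate only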
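Material: human U3A cells carrying STAT3-luciferase construct. Measured by: reporter luminescence signal. Timing: compound 1 h, then IL-6 6 h at 37 °C.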
STAT1 inh = reduces IFN-gamma driven STAT1 reporter signal; NIH 3T3 STAT1-luciferase reporter, luminescence; actives 0.35% (n = 200,000); inhibition, % at 5.5 µM;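 active = inhibition above a set limit, the mean inhibition across all tested compounds plus 3 SD, cut at about 34% in these data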;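 also: 0% = IFN-gamma with DMSO and 100% = IFN-gamma with 300 µM nifuroxazide; values of inactives mirror those of a sister screen read the other way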
SRC2 TRFRET art = flags TR-FRET format artefacts in PPARgamma SRC-2 recruitment agonist screen | TR-FRET artefact counter-screen; stronger effect = higher value | actives 0.4% (n = 200,000) | TR-FRET ratio at 8 µM; in the data active = TR-FRET ratio above about 2000; also: inactives centre near 1500; reference of the scale not given here
TLR4 MyD88 comp = blocks binding of human TLR4 to MyD88. actives 0.18% (n = 200,000). HeLa CL3-4 TLR4/MyD88 BLA complementation, FRET ratio. inhibition, % at 8.4 µM. O00206+Q99836; in the data active = inhibition above about 25%;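 also: 0% = vehicle and 100% = reference inhibitor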
PPARg SRC1 recr = agonists of human PPARgamma SRC-1 coactivator recruitment; actives 0.41% (n = 200,000); activation, % at 8 µM; PPARgamma-SRC-1 coactivator recruitment biochemical assay; in the data active = activation above about 19%;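 also: 0% = DMSO and 100% = reference agonist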
Target sequence (P37231 whole entry, looked up): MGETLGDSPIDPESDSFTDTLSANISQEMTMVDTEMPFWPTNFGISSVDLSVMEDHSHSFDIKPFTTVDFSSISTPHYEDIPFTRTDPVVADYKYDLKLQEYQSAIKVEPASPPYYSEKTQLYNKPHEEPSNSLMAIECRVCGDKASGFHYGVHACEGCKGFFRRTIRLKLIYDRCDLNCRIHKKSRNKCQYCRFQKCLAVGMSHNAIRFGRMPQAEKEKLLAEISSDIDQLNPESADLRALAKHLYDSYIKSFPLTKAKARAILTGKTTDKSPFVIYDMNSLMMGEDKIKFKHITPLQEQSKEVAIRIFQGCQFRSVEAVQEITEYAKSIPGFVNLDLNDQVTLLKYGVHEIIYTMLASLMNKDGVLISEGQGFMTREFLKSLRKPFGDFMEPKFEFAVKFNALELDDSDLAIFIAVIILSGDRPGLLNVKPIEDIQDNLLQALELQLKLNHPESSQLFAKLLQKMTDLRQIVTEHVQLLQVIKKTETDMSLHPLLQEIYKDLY
ROMK mod = human ROMK K+ channel modulation, primary screen; B-score at 10 µM; actives 2% (n = 130,000); Tet-inducible ROMK, thallium flux fluorescence; actives lie on both sides; P48048;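 active = signal ratio slope over the read window, or its plate-corrected B-score, at least 3 SD from the plate mean, either direction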;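 also: B-score of the F/F0 ratio slope over 7 to 12 s after thallium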
PPARg SRC-3 ag = agonists of human PPARgamma SRC-3 coactivator recruitment. AID 731. P37231. biochemical PPARgamma/SRC-3 coactivator recruitment assay. activation, % at 8 µM. actives 0.26% (n = 200,000); in the data active = activation above about 23%;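 also: 0% = DMSO and 100% = reference agonist; some compounds past the cut are filed as inactive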
STAT3 blocker = reduces IL-6 driven STAT3 reporter signal; U3A cells, IL-6 STAT3-luciferase reporter, luminescence; host cell line lacks STAT1; inhibition, % at 5.5 µM; actives 0.89% (n = 190,000); AID 862;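 active = inhibition above the mean inhibition across all screened compounds plus 3 SD, cut at about 44% in these data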;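 also: 0% = DMSO only wells and 100% = 100 µM nifuroxazide control wells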
PPARg SRC-2 ag = PPARgamma-driven SRC-2 recruitment agonism; PPARgamma LBD-SRC-2 recruitment, biochemical; activation, % at 8 µM; AID 1032; actives 0.34% (n = 200,000); in the data active = activation above about 22%;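 also: 0% = vehicle and 100% = reference agonist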
S1P3 antag = blocks the human S1P3 receptor; inhibition, % at 4.98 µM; actives 0.27% (n = 170,000); CHO S1P3 NFAT-BLA reporter, FRET fluorescence, antagonist mode; Q99500;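 active = inhibition above the plate cutoff, the mean inhibition of test wells on that plate plus 3 SD, cut at about 28% in these data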;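 also: cells challenged with S1P at its EC80 of 0.8 µM; blue over green emission ratio from cleaved BLA substrate after 4 h stimulation; 0% = S1P-stimulated wells and 100% = unstimulated DMSO-only wells; some compounds past the cut are filed as inactive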
Target sequence (Q99500 whole entry, looked up): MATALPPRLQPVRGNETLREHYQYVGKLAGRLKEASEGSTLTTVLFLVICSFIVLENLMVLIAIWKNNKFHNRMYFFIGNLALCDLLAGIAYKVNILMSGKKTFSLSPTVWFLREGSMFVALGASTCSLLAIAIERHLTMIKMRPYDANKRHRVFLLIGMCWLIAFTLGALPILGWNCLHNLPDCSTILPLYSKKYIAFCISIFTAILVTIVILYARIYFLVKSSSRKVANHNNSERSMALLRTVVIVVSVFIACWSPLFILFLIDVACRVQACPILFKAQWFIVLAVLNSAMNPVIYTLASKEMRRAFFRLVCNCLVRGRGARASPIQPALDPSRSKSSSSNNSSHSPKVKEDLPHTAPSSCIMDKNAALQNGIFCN
RAM inhibit = inhibitors of the yeast RAM network; S. cerevisiae dse1pr::URA3 reporter, 5-FOA growth OD615, 2 d; analog-sensitive cbk1-as2 kinase mutant strain; inhibition, % at 50 µM; actives 1.8% (n = 190,000); AID 868;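 active = inhibition above a set limit, 3 SD over mean compound inhibition, cut at about 8.4% in these data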;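 also: 0% = DMSO-only wells with no growth and 100% = 10 µM 1-NA-PP1 full growth; inhibition rescues growth on 5-FOA so higher OD means more RAM inhibition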
* = called active by the depositor; x = not tested or not shown.

SMILES	STAT3 act	STAT1 inh	SRC2 TRFRET art	TLR4 MyD88 comp	PPARg SRC1 recr	ROMK mod	PPARg SRC-3 ag	STAT3 blocker	PPARg SRC-2 ag	S1P3 antag	RAM inhibit
Cc1cccc(-c2nc(CS(=O)CC(=O)NC3CCCC3)c(C)o2)c1 (stereo unspecified)	98	-6	1588	3	2	x	1	8	7	-28	1.6
O=C(CN(Cc1ccccc1F)C(=O)Cn1nnc(-c2cccs2)n1)NCC1CCCO1 (stereo unspecified)	99	-3	1508	4	-1	x	7	1	3	-19	0.4
COc1ccc(/C=C/C(=O)Oc2cc(C)[nH]c(=O)c2[N+](=O)[O-])cc1OC	103	6	1615	14	5	x	6	0	9	-15	0.0
CC(=O)N(CCN(C(C)=O)c1ccccc1)c1ccccc1	98	0	1373	-13	-6	x	-2	5	-8	-6	0.7
Clc1ccccc1-c1nnc2sc(-c3ccc(Br)o3)nn12	90	-5	1961	-15	5	x	18	17	12	-21	1.4
COCCn1c(COc2cccc(OC)c2)nnc1SCC(=O)N1CCOCC1	94	-1	1481	-5	-4	-0.34	-2	7	-6	-3	-0.5
CC(c1ccccc1)c1nnc(N)s1 (stereo unspecified)	100	-3	1530	2	-8	0.61	1	2	-3	-26	2.0
Cc1ccc(C(=O)N/C(=C/c2ccc(Cl)cc2)C(=O)NCC2CCCO2)cc1 (stereo unspecified)	100	1	1565	4	3	x	0	-1	5	2	7.7
CCOC(=O)c1c(C)[nH]c(C(=O)COC(=O)COc2ccccc2C)c1C	107	-3	1431	-9	-6	0.88	-2	-8	-6	-6	6.8
O=C(Nc1cc(Cl)cc(Cl)c1)c1ccc(Cn2c(=O)[nH]c3ccsc3c2=O)cc1	95	-10	1264	13	-7	-0.22	0	6	1	-2	7.7
Cc1nc(SCC(=O)N2CCCc3ccccc32)c2oc3ccccc3c2n1	108	0	1623	15	4	x	-5	-2	1	-15	0.2
COc1ccc(CCNC(=O)C(=O)NCc2ccc(C(C)C)cc2)cc1OC	94	-6	1610	-5	1	0.62	10	14	3	x	3.4
O=C(CCn1c(=O)[nH]c2ccccc2c1=O)Nc1ccccc1	74	-5	1434	2	0	0.07	-10	34	0	-1	1.1
COc1ccccc1NC(=O)N1CCN(c2cccc(C(F)(F)F)c2)CC1	76	1	1538	-2	5	x	-3	32	3	-38	-0.2
N#Cc1cc(C(=O)c2ccccc2O)cn(-c2ccc(Cl)cc2)c1=O	98	16	1758	-8	-5	-0.42	5	3	-5	-4	1.8
CCCc1nc2c(=O)n(C)c(=O)[nH]c2n1C	105	-3	1556	5	0	1.9	-10	-8	0	x	1.6
Cc1ccc(C(=O)C(C)N2C(=O)NC(C)(c3ccccc3)C2=O)cc1 (stereo unspecified)	97	4	1710	-3	15	0.44	6	9	10	0	5.6
Cc1cc(C)c2c(N=NN3CCCCC3)[nH]nc2n1	89	-18	1541	-15	4	-0.21	3	10	5	12	-0.8
CC1=CC(C)(C)Nc2ccc(OC(=O)C(Cc3ccccc3)N3C(=O)C4CCCCC4C3=O)cc21 (stereo unspecified)	107	-1	1648	-3	0	0.011	1	-8	2	x	3.1
CC1CN(C(=S)SCC(=O)c2ccccc2)CC(C)O1 (stereo unspecified)	102	-9	1487	-10	-6	x	2	0	-6	-6	1.6
NS(=O)(=O)c1ccc(CCNC(=O)c2ccc(Cl)cc2[N+](=O)[O-])cc1	100	3	1596	8	12	-1.6	9	8	2	-3	0.0
COc1ccc(C2(O)CCN(C(=O)Cc3cccnc3)CC2)cc1	97	-6	1626	-13	1	-1	3	8	2	x	4.1
Cc1ccc(OCC(O)CN2CCN(CC(O)COc3ccc(C)cc3)CC2)cc1 (stereo unspecified)	101	-13	1479	1	9	-1.7	4	1	0	-36	-0.8
Cc1ccc(NC2=C(Cl)C(=O)OC2OC(=O)c2ccccc2)c(C)c1 (stereo unspecified)	104	4	1559	5	-4	-1.1	2	0	6	-9	6.2
O=C(CN(c1ccccc1)S(=O)(=O)c1ccccc1)Nc1ccccc1C(=O)NCc1ccco1	98	13	1472	-24	9	-0.68	0	0	-2	-7	4.2
More structures follow:
SMILES	STAT3 act	STAT1 inh	SRC2 TRFRET art	TLR4 MyD88 comp	PPARg SRC1 recr	ROMK mod	PPARg SRC-3 ag	STAT3 blocker	PPARg SRC-2 ag	S1P3 antag	RAM inhibit
COc1ccc(N2CCN(c3nc(Nc4ccc(F)cc4)nc(OC)n3)CC2)cc1	94	-2	1486	-14	9	x	10	17	11	x	4.2
CC(=O)c1c(C)nn(CC(O)Cn2c3c(c4cc(C)ccc42)CCCC3=O)c1C (stereo unspecified)	102	-3	1665	-8	15	x	0	2	3	-12	2.8
CC1CCCCN1CC(=O)NC(=O)NCc1ccccc1 (stereo unspecified)	109	8	1400	3	-4	x	-1	-8	1	-5	1.5
COc1ccc(CCNC(=O)CN2C(=O)NC(C)(c3ccc([N+](=O)[O-])cc3)C2=O)cc1 (stereo unspecified)	97	-1	1670	4	1	-0.33	1	8	4	-4	1.7
Cc1nnc(SCC(=O)NCc2ccccc2)[nH]c1=O	106	-5	1646	9	-1	x	8	-6	9	x	0.9
CC(=O)c1cc(-c2ccccc2)n(CC(=O)NC(C)(C)C)c1C	100	0	1613	-9	11	0.62	0	8	6	-10	2.0
O=C(CCn1cccc1)Nc1cccc(F)c1	98	3	1339	-20	-5	0.54	5	4	-7	-22	-0.7
Cc1noc(C)c1COc1ccc(CC(=O)NC2CCCCCC2)cc1	105	8	1609	5	0	-0.5	-3	-6	-3	1	2.1
O=C(NC1CCN(C(=O)Nc2ccccc2Cl)CC1)c1ccccc1	96	2	1636	-7	-1	-0.4	5	13	5	2	0.3
CC(C)(C)SCCNC(=O)CN(c1ccc(F)c(Cl)c1)S(C)(=O)=O	100	3	1598	-11	0	x	0	4	9	x	0.1
CN(C)c1cc[n+](CC(=O)N2CCCc3ccccc32)cc1	105	1	1388	12	-6	-0.0077	1	7	-6	-14	1.8
COC(=O)c1cc(NC(C)=O)ccc1N1CCOCC1	93	10	1707	7	2	-0.65	-3	10	0	-24	0.4
O=C(NCC1CCCO1)c1onc(CSc2ccccc2)c1C(=O)O (stereo unspecified)	103	3	1437	1	2	x	-6	-2	0	x	-0.1
O=C(c1ccccn1)N(Cc1cc2ccccc2[nH]c1=O)C1CCCCC1	96	8	1650	9	-5	x	1	10	12	0	1.6
Cc1cccc2c(N=Nc3ccc(S(=O)(=O)Nc4ccc(Cl)cc4)cc3[N+](=O)[O-])c(O)[nH]c12	87	8	1537	4	4	0.19	9	20	8	11	4.9
CCCCc1ccc(/C=C(\C#N)C(N)=S)s1	64	23	1625	5	4	-0.36	-1	44*	0	6	1.3
O=C(Nc1ccc(OCC(F)(F)C(F)F)c(C(F)(F)F)c1)c1ccccc1	90	3	1667	-2	2	x	1	19	-1	x	x
CN1CCN(CC(O)COc2ccc(Cl)cc2)CC1 (stereo unspecified)	101	-5	1588	6	3	1.1	8	-1	11	x	-0.8
O=C(Nc1ccccc1)C1CC2CCCC(C1)C2=O (stereo unspecified)	97	6	1552	-3	-4	x	2	13	2	-14	0.0
CC1Cc2nc(SCC(=O)NCCc3ccccc3)n(C)c(=O)c2S1 (stereo unspecified)	103	6	1438	4	4	x	7	2	9	-4	0.2
O=C(COC(=O)c1ccccc1C(=O)c1ccccc1)NCCc1ccccc1	103	-6	1651	-8	21*	x	6	2	5	-9	0.8
Cc1ccc(C(=O)Nc2cc([N+](=O)[O-])ccc2F)s1	83	-5	1406	1	-8	x	-2	23	-7	14	0.7
CC(=O)Nc1ccc(S(=O)(=O)N2CCN(C3CCCCCCC3)CC2)cc1	90	6	1627	3	10	-0.64	-10	16	-2	-11	0.1
CCOc1ccc(OCCOCCOc2ccccc2Cl)cc1	97	-10	1320	-3	-7	-0.3	-3	8	-2	8	0.7
COc1ccc(C2=Nc3cc(C)ccc3OC2)cc1	49	13	1527	-3	-1	x	-2	67*	-6	x	1.1

Single records (already shown). Values in the order: STAT3 act | STAT1 inh | SRC2 TRFRET art | TLR4 MyD88 comp | PPARg SRC1 recr | ROMK mod | PPARg SRC-3 ag | STAT3 blocker | PPARg SRC-2 ag | S1P3 antag | RAM inhibit
`Cc1cccc2c(N=Nc3ccc(S(=O)(=O)Nc4ccc(Cl)cc4)cc3[N+](=O)[O-])c(O)[nH]c12` across the screens: 87 | 8 | 1537 | 4 | 4 | 0.19 | 9 | 20 | 8 | 11 | 4.9
`COc1ccccc1NC(=O)N1CCN(c2cccc(C(F)(F)F)c2)CC1` across the screens: 76 | 1 | 1538 | -2 | 5 | x | -3 | 32 | 3 | -38 | -0.2
`COCCn1c(COc2cccc(OC)c2)nnc1SCC(=O)N1CCOCC1` across the screens: 94 | -1 | 1481 | -5 | -4 | -0.34 | -2 | 7 | -6 | -3 | -0.5

Continuation.
SMILES	STAT3 act	STAT1 inh	SRC2 TRFRET art	TLR4 MyD88 comp	PPARg SRC1 recr	ROMK mod	PPARg SRC-3 ag	STAT3 blocker	PPARg SRC-2 ag	S1P3 antag	RAM inhibit
Cc1ccc(/C=N/NC(=O)CSc2nc3nc(C)cc(C)n3n2)cc1	102	2	1626	-10	6	x	4	3	-4	x	0.1
O=C(Nc1ccccc1)C1=C[C@H](c2ccccc2)C[C@H](OCc2ccc(CO)cc2)O1	x	-4	1565	3	2	x	1	x	9	-21	8.1
COC(=O)c1ccccc1NC(=O)COC(=O)c1ccco1	98	5	1319	-4	-3	x	-1	4	8	-8	4.0
O=C1C(NS(=O)(=O)c2cccs2)=C(N2CCN(c3cccc(Cl)c3)CC2)C(=O)c2ccccc21	91	7	1509	1	3	0.49	8	15	5	x	5.3
CCC12CN(S(=O)(=O)c3ccc(C)cc3)CC(CC)(CN(S(=O)(=O)c3ccc(C)cc3)C1)C2=O	103	4	1444	-3	-1	x	2	4	1	x	2.8
O=c1c(Br)c(N2CCCC2)cnn1-c1ccccc1	102	-48	1434	-3	3	0.41	2	-5	-6	5	1.3
Clc1cccc(CN2CCC(Cc3ccccc3)CC2)c1	94	13	1601	10	-4	-2	8	15	11	x	0.3
O=C(COC(=O)Cc1ccccc1F)Nc1ccc(SC(F)F)cc1	100	-5	1632	-3	9	-0.41	4	-2	4	-8	2.9
O=C(N/N=C/c1c[nH]c2ccc(Br)cc12)c1ccn(Cc2ccc(Cl)cc2)n1	96	4	1624	4	7	1.1	3	12	4	x	-0.1
O=C(NC1CCCC1)C(c1ccccc1)N(C(=O)c1ccno1)c1ccccc1 (stereo unspecified)	105	13	1446	-6	1	0.13	1	-4	3	x	4.3
CCc1ccc(/C([O-])=C(/C(=S)NCCN2CCOCC2)[n+]2ccccc2)cc1	94	11	1533	0	5	0.24	3	10	-5	-5	-0.1
CCN(CC)C(=O)CSc1ncnc2c1cnn2Cc1ccccc1	87	2	1758	3	-6	x	1	20	8	6	1.9
CCC(C)c1ccc(NC(=O)C2CCN(c3ccc(C(F)(F)F)cn3)CC2)cc1 (stereo unspecified)	83	1	1548	-11	2	0.42	3	23	7	5	2.7
CCOC(=O)COc1ccc2ccccc2c1/C=C/[N+](=O)[O-]	91	-2	1616	0	9	-1.7	3	8	2	9	4.4
Cc1ccc(C)n1-c1cccc(NC(=O)c2ccccc2)c1	120	3	1624	4	2	0.75	5	-18	-3	-2	2.3
